USP10 block: inhibitors of human USP10 deubiquitinase | Q14694 | purified USP10, Ub-rhodamine fluorescence, 60 min | inhibition, % at 20 µM | 1.1% of 47,000 active
USP28 inh: human USP28 deubiquitinase inhibition. Q96RU2. purified USP28, Ub-rhodamine cleavage fluorescence, 30 min. inhibition, % at 25 µM. 3% of 47,000 active. AID 1645857
USP17 inh: inhibitors of human USP17 deubiquitinase; purified USP17, Ub-rhodamine cleavage fluorescence, 3 h; 6.5% of 47,000 active; inhibition, % at 50 µM; AID 1645855; A8MUK1
USP7 inh: human USP7 deubiquitinase inhibition. purified USP7, Ub-rhodamine cleavage fluorescence. inhibition, % at 20 µM. 0.3% of 47,000 active. AID 1645854
USP8 inh: human USP8 deubiquitinase inhibition; P40818; 4.2% of 47,000 active; inhibition, % at 20 µM; purified USP8, Ub-rhodamine cleavage fluorescence, 30 min
OTUD3 inh: human OTUD3 deubiquitinase inhibition | inhibition, % at 25 µM | 0.7% of 47,000 active | purified OTUD3, Ub-rhodamine fluorescence, 2 h | Q5T2D3
Target sequence (Q5T2D3 whole entry, looked up): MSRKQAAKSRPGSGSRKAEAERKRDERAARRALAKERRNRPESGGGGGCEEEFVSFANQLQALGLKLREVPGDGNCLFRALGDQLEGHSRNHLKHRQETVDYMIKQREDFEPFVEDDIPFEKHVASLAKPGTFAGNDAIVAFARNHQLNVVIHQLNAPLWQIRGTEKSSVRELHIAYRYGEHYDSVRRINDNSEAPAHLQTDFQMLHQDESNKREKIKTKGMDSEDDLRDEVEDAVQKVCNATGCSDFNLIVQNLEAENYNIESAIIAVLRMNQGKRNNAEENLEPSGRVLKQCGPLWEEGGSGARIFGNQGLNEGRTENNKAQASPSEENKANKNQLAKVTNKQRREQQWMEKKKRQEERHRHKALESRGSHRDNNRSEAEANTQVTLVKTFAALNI
USP30 inh: human USP30 deubiquitinase inhibition; Q70CQ3; purified USP30, Ub-rhodamine cleavage fluorescence; inhibition, % at 25 µM; 5.3% of 47,000 active
UCHL1 inh: human UCHL1 deubiquitinase inhibition. purified UCHL1, Ub-rhodamine cleavage fluorescence. P09936. AID 1645859. 0.2% of 47,000 active. inhibition, % at 20 µM
Target sequence (P09936 whole entry, looked up): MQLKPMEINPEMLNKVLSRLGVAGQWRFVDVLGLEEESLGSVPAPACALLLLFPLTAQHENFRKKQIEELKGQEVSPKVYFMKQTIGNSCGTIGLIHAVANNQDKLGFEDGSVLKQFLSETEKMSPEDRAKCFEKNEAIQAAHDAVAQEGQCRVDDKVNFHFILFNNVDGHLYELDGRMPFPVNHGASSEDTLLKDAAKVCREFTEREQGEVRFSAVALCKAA
Active calls of the source: *; i = inactive; nt = not tested or not shown. No stated cut-off is given here; in the data, active means inhibition above about 30%; inactive means the rest.

USP10 block | USP28 inh | USP17 inh | USP7 inh | USP8 inh | OTUD3 inh | USP30 inh | UCHL1 inh | compound
3 | 1 | 29 | -9 | 30 | -5 | -20 | 8 | c1ccc2c(c1)CCN(c1nc(CN3CCOCC3)nc3sc4c(c13)CCCC4)C2
2 | -6 | -6 | -4 | -1 | -4 | -5 | 0 | Cc1nc(C(=O)Nc2ccccc2)c(C)n1C1CCN(S(C)(=O)=O)CC1
7 | -13 | -5 | 3 | -12 | -7 | 1 | 3 | O=C(Nc1ccccc1N1CCOCC1)C1CCCCN1S(=O)(=O)c1ccccc1 (centres undefined)
-3 | -4 | -51 | -5 | 0 | -2 | -15 | -7 | Cc1ccnc(NC(=O)c2nc(C)n(-c3ccc(F)cc3)n2)c1
0 | 4 | 9 | 4 | 21 | 5 | 10 | 0 | CCCn1c(=O)c2nscc2n(CC(=O)N2CCCC2)c1=O
-1 | 14 | 5 | 4 | 20 | 25 | 22 | 4 | O=c1c2cc(-c3ccc(F)cc3)nn2ccn1Cc1noc(CN2CCCCC2)n1
3 | -14 | -10 | -15 | -5 | -10 | -15 | -2 | O=C(NC1CCc2ccccc21)C(c1ccccc1)c1ccccc1 (centres undefined)
0 | -7 | -9 | 3 | -19 | -6 | 5 | 1 | O=C(c1ccc2c(c1)OCO2)N1CCN(Cc2noc3ccccc23)CC1
-2 | -22 | -27 | -1 | -3 | -18 | -16 | 2 | CNC(=O)N1CCc2cc(C(=O)NC(C)C)c(NCC(C)C)nc2CC1
0 | -1 | -8 | 2 | -51 | 0 | 3 | -1 | CNC(=O)[C@@]12CCC3(CCN(C(=O)Cc4cccc(OC)c4)CC3)[C@@H]1CN(C(C)=O)C2
-3 | 6 | 42* | 2 | 0 | 1 | -4 | 1 | COC1=C(C)C(C)(O)c2[nH]c3ccccc3c2C1=O (centres undefined)
6 | 23 | 10 | 7 | 11 | 8 | 16 | 5 | CCN1C(=O)c2cc(S(=O)(=O)NCc3ccccc3)ccc2Oc2cccnc21
4 | 9 | 8 | 2 | 23 | 20 | 24 | 2 | Cc1cc(C)cc(NC(=O)c2ccc(-c3nc4cccnc4n(C(C)C)c3=O)cc2)c1
1 | -8 | 42* | 0 | 8 | 3 | 0 | -2 | Nn1c(SCC(=O)Nc2ccccc2F)nnc1-c1n[nH]c2c1CCC2
-4 | nt | -13 | -2 | -16 | -1 | nt | -9 | O=S(=O)(Nc1cccn2cnnc12)c1ccccc1C(F)(F)F
-10 | -1 | 0 | 1 | 0 | -3 | -22 | -3 | CCCCn1cc(OC(=O)c2ccc(C)cc2)c2c1nc(-c1ccc(C)cc1)n1c3ccccc3nc21
-7 | -44 | -38 | -22 | 0 | -31 | -189 | -13 | O=C1C2CCCN2c2ccc(C(F)(F)F)cc2N1Cc1cccc(F)c1 (centres undefined)
-2 | 0 | -7 | -6 | -10 | 5 | 10 | 1 | CC(C)CN1CCN(C(=O)c2snc(-c3ccccn3)c2N)CC1
5 | 6 | 1 | 2 | 22 | 6 | 5 | 4 | NC(=O)C1Cc2ccccc2CN1C(=O)c1cn(-c2ccccc2)nc1-c1ccccc1 (centres undefined)
-9 | -275 | -177 | -146 | -244 | -216 | i | -153 | Cc1cccc(C(=O)N2CCN3Cc4ccccc4N(C)CC3C2)c1 (centres undefined)
1 | 2 | 0 | 4 | 4 | 3 | 1 | -1 | N#Cc1ccc(NC(=O)CSc2cn[nH]n2)cc1
9 | 0 | 7 | -39 | 4 | -1 | 0 | 2 | O=C(Cc1ccccc1)N(c1ccc2oc(=O)sc2c1)S(=O)(=O)c1ccccc1
0 | 9 | 12 | 8 | 17 | 11 | 28 | 7 | CC(C)c1ccc(N(C(=O)CCCC(=O)Nc2ccccn2)C(C(=O)NC2CCCC2)c2ccc(Cl)cc2)cc1 (centres undefined)
10 | 26 | 8 | 7 | 15 | 5 | 38* | 4 | COc1ccc(-c2nn3c(c2C)NC(=O)CC3C(=O)Nc2ccc3c(c2)OCO3)cc1 (centres undefined)
-5 | -77 | -83 | -69 | -268 | -81 | i | -33 | CC(/C=C/C=C/C=C/C=C/C(O)=C1C(=O)C(CCC(=O)O)N(C)C1=O)=C\C(C)C(O[C@H]1C[C@H](O)[C@H](O)[C@@H](C)O1)C(C)C (some centres undefined)
-7 | -9 | -12 | -6 | -17 | 0 | -56 | -8 | CCOCC(=O)N1C[C@@H]2CCN(c3cccnc3)C[C@@H]2C1
-2 | -25 | -33 | 0 | -16 | -26 | -91 | -5 | COc1ccc(C2NCCc3c2[nH]c2ccccc32)cc1CN1CCOCC1 (centres undefined)
0 | 13 | -6 | 0 | -3 | 9 | 16 | 2 | CC1CCc2noc(C3CCN(C(=O)Cc4ccc5c(c4)OCO5)CC3)c2C1 (centres undefined)
1 | 10 | 0 | -49 | 0 | 2 | 16 | 4 | CCCCN1CC(c2nc3ccccc3n2CCOc2ccccc2OC)CC1=O (centres undefined)
-5 | -7 | -12 | -30 | -1 | -4 | -10 | -2 | N#Cc1cnc2ccccc2c1N1CCC(C(=O)N2CCCCC2)CC1
-8 | -105 | 37* | -5 | 16 | -48 | -177 | -3 | COc1ccc(CC(=O)Nc2cc(-c3cn4cccnc4n3)ccc2C)cc1
4 | -3 | -2 | 8 | 3 | -3 | -8 | 3 | CCOC(=O)c1cc(-c2ccccc2)sc1NC(=O)CNc1cccc(C(C)=O)c1
9 | 11 | 15 | 4 | 9 | -27 | 19 | 5 | Cc1ccc(-c2nnn(CC(=O)N(c3ccccc3C)C(C(=O)NC3CCCC3)c3ccc(O)cc3)n2)cc1 (centres undefined)
-4 | 10 | 0 | 10 | 5 | 7 | 21 | 5 | CCc1ccc(S(=O)(=O)N2CCN(C(=O)c3cccnc3)CC2)cc1
49* | -5 | 0 | 36* | 86* | -4 | 1 | 3 | Cc1c(Cl)cccc1NC(=O)Cn1cc(C(=O)C2CC2)c2ccccc21
-1 | -5 | -6 | 5 | -7 | -4 | 0 | 2 | COc1ccccc1NC(=O)Nc1nnc(CC(=O)N2CCOCC2)s1
0 | nt | -11 | -3 | 3 | -6 | nt | 0 | O=C(c1ccc(-n2cccn2)c(C#Cc2cccnc2)c1)N1CCC(O)CC1
-2 | -9 | -8 | 0 | -2 | -6 | -9 | -4 | NC(=O)[C@@H]1CN2CCN(C(=O)c3ccccc3)C[C@@H]2[C@H]1c1ccccc1
0 | 13 | -76 | 1 | 21 | 4 | 15 | 0 | COc1ccccc1C1(O)CCCN(C(=O)c2ccc3nc(C)[nH]c3c2)C1 (centres undefined)
2 | -8 | -8 | 0 | 1 | 0 | 13 | -3 | c1ccc(CN=C(Nc2ccccc2)Nc2ccccc2)cc1

Molecules above with a Cl atom:
USP10 block | USP28 inh | USP17 inh | USP7 inh | USP8 inh | OTUD3 inh | USP30 inh | UCHL1 inh | compound
0 | 9 | 12 | 8 | 17 | 11 | 28 | 7 | CC(C)c1ccc(N(C(=O)CCCC(=O)Nc2ccccn2)C(C(=O)NC2CCCC2)c2ccc(Cl)cc2)cc1 (centres undefined)
49* | -5 | 0 | 36* | 86* | -4 | 1 | 3 | Cc1c(Cl)cccc1NC(=O)Cn1cc(C(=O)C2CC2)c2ccccc21

More entries
USP10 block | USP28 inh | USP17 inh | USP7 inh | USP8 inh | OTUD3 inh | USP30 inh | UCHL1 inh | compound
0 | -6 | 0 | 0 | -9 | 2 | -12 | -6 | O=c1[nH]c(-c2ccncc2)nc2c1CCN(Cc1cn[nH]c1-c1ccc(Cl)cc1)C2
-2 | 1 | 0 | 0 | -28 | 4 | -3 | -1 | COc1ccc(C2(C(=O)N3CCC(Nc4nc5c(c(=O)[nH]4)CCCC5)CC3)CC2)cc1
0 | 8 | 8 | 5 | 9 | -3 | 0 | 1 | COc1ccc(-c2noc(NCCc3ccc(OC)c(OC)c3)n2)cc1
3 | 12 | 34* | 6 | 25 | 9 | 64* | 0 | CC(=O)N1CCc2cc(S(=O)(=O)NCCC(=O)Nc3cccc(C)c3C)ccc21
-4 | -11 | -93 | 0 | -9 | -9 | -37 | -1 | O=C(NCc1ccccc1F)C1CCN(c2cnc(N3CCOCC3)nc2)CC1
0 | -5 | 3 | -1 | -1 | 6 | -7 | -6 | Cc1nc2scc(C)n2c(=O)c1NC(=O)c1ccc(Br)cc1
2 | 3 | 5 | -1 | -8 | 15 | 21 | 0 | CCOc1nccnc1N1CCC(N(C)S(=O)(=O)C2CC2)C1 (centres undefined)
15 | 23 | 51* | 3 | 21 | 7 | 16 | 3 | CN(C)c1cccc(C(=O)Nc2cc(-c3cccnc3)no2)c1
2 | -6 | -3 | 0 | 2 | -2 | 2 | -1 | CC(C)c1cc(N2CCC(C(=O)O)CC2)nc(-c2ccccn2)n1
15 | 6 | 6 | 18 | 59* | 8 | 26 | 5 | Cc1ccc2c(c1)c(=O)c(C(=O)c1ccccc1)cn2CC(=O)Nc1ccc(C)c(Cl)c1
4 | 0 | 1 | 1 | 4 | 0 | 6 | 1 | CCN(C(=O)c1cc2c(=O)n3cc(C)ccc3nc2n1Cc1ccccc1)C1CCCCC1
0 | 8 | 3 | 0 | -5 | 7 | 16 | 3 | O=C1NCC2(C/C=C/CCOc3ccccc31)CCN(C(=O)Cc1cccnc1)CC2
6 | -1 | 7 | -4 | -23 | 3 | 13 | 3 | COc1ccc(Cl)cc1NC(=O)c1ccc(N2CCCCC2)nn1
-2 | -9 | -25 | -3 | 8 | -10 | -46 | -2 | Cc1cc2c3c([nH]c2cc1S(=O)(=O)N1CCC(C)CC1)CCCC3=O
-6 | -1 | -3 | -22 | -3 | 2 | -37 | -1 | O=C(NC1(c2nc(C3CC3)no2)CCCCC1)c1ccncc1
0 | 0 | 7 | 0 | -1 | -1 | -2 | -1 | Cn1ncc2c1ncn1nc(-c3ccccc3F)nc21
0 | -15 | 0 | -4 | -5 | -15 | -25 | -3 | O=C(Nc1ccc(S(=O)(=O)NC2=NCCCCC2)cc1)c1ccccc1
2 | -4 | -8 | -2 | -44 | -1 | -25 | 0 | Cc1cccc(-c2c3c(=O)n(C)c(=O)n(C)c3c3n2C(C)(C)COC3c2ccc(O)cc2)c1 (centres undefined)

Molecules listed so far with fluorine (seven):
USP10 block | USP28 inh | USP17 inh | USP7 inh | USP8 inh | OTUD3 inh | USP30 inh | UCHL1 inh | compound
-3 | -4 | -51 | -5 | 0 | -2 | -15 | -7 | Cc1ccnc(NC(=O)c2nc(C)n(-c3ccc(F)cc3)n2)c1
-1 | 14 | 5 | 4 | 20 | 25 | 22 | 4 | O=c1c2cc(-c3ccc(F)cc3)nn2ccn1Cc1noc(CN2CCCCC2)n1
1 | -8 | 42* | 0 | 8 | 3 | 0 | -2 | Nn1c(SCC(=O)Nc2ccccc2F)nnc1-c1n[nH]c2c1CCC2
-4 | nt | -13 | -2 | -16 | -1 | nt | -9 | O=S(=O)(Nc1cccn2cnnc12)c1ccccc1C(F)(F)F
-7 | -44 | -38 | -22 | 0 | -31 | -189 | -13 | O=C1C2CCCN2c2ccc(C(F)(F)F)cc2N1Cc1cccc(F)c1 (centres undefined)
-4 | -11 | -93 | 0 | -9 | -9 | -37 | -1 | O=C(NCc1ccccc1F)C1CCN(c2cnc(N3CCOCC3)nc2)CC1
0 | 0 | 7 | 0 | -1 | -1 | -2 | -1 | Cn1ncc2c1ncn1nc(-c3ccccc3F)nc21

From PubChem
